Keap1 Nrf2 FP: Keap1-Nrf2 protein-protein interaction inhibitors, primary screen, biochemical, fluorescence polarization, single point | inhibition, % at 9.4 µM | Kelch-like ECH-associated protein 1 (Homo sapiens), Q14145 | hit rate 0.15% among 340,000 | Keap1 Kelch-Nrf2 peptide fluorescence polarization, 1536-well; in the data active = inhibition above about 12%;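 note: human Keap1 Kelch domain with fluorescein labeled Nrf2 9mer peptide probe; 0% = neutral control wells and 100% = peptide positive control; higher means more block of Keap1 binding to Nrf2 peptide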
CAL PDZ FP-1: untagged CAL PDZ binding inhibitors, primary screen, biochemical, fluorescence polarization, HTS; purified CAL PDZ, TMR-peptide fluorescence polarization, 1 h; inhibition, % at 24.9 µM; hit rate 0.92% among 300,000; Golgi-associated PDZ and coiled-coil motif-containing protein (Homo sapiens), Q9HD26; AID 602252, 2012;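 active = mean inhibition of at least 30% with at least half of replicates also reaching 30%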;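 note: 0% = DMSO neutral control and 100% = excess unlabeled competitor peptide PRC23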
DSG3 Ab inh: inhibitors of pemphigus antibody binding to DSG3, primary screen, biochemical, bead-based, flow cytometry, scFv-GFP. DSG3-coupled beads, scFv-anti-DSG3-GFP binding; stronger effect = lower value. binding (percent of control), % at 10 µM. hit rate 0.48% among 310,000;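 active = binding more than 3 SD below its plate's average and above zero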; note: some compounds called inactive have numbers as strong as hits
NSD2 inh: NSD2 histone methyltransferase inhibitors, primary screen, biochemical, AlphaScreen, single concentration, set 2 | Histone-lysine N-methyltransferase NSD2 (Homo sapiens), O96028 | NSD2 peptide methylation, 120 min | inhibition, % at 12.5 µM | hit rate 0.54% among 310,000 | AID 743445, 2014; in the data active = inhibition above about 50%
DAGLB inhibitor: DAGLB lipase inhibitors, primary screen, biochemical, fluorescence, HTS; Diacylglycerol lipase-beta (Homo sapiens), Q8NCG7; HEK293T DAGLB membrane lysate, EnzChek fluorogenic substrate; inhibition, % at 5.17 µM; hit rate 0.059% among 340,000; in the data active = inhibition above about 34%;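 note: 0% = enzyme with vehicle and 100% = wells lacking enzyme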
Target sequence (Q8NCG7 whole entry, looked up): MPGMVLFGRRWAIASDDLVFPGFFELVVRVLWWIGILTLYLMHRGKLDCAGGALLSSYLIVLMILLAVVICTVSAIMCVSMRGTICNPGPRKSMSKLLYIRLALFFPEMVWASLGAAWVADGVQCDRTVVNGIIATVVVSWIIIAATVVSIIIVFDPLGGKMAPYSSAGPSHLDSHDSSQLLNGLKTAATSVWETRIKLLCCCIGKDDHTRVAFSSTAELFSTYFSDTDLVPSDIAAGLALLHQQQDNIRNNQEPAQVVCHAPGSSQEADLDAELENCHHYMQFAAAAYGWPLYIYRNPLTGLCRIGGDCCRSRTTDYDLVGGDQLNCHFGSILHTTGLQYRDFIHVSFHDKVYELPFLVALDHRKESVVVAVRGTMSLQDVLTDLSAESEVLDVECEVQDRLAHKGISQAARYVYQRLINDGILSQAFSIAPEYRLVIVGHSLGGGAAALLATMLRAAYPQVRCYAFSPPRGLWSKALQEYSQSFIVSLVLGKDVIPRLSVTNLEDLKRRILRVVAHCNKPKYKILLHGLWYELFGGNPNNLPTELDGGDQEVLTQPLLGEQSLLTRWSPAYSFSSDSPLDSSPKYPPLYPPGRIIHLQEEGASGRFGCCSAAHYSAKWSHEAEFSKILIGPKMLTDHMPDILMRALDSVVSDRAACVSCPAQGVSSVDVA
LANA DNA inh: inhibitors of KSHV C-LANA binding to DNA, primary screen, biochemical, fluorescence polarization, FAM-LBS DNA, MBP-C-LANA, single point; Kaposi's sarcoma herpesvirus LANA C-terminal domain (residues 932-1162) DNA binding; AID 504423, 2011; hit rate 0.078% among 340,000; inhibition, % at 9 µM;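 active = highest replicate inhibition at or above 60% at 9 µM, even if other replicates fall short; inactive = all replicates below 60% inhibition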;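 note: 0% = neutral control wells and 100% = 4 µM acridine orange control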
RTF Ca sens inh: cardiac RTF calcium sensitivity inhibitors, primary screen, biochemical, IANBD-TnC fluorescence, EC70 calcium. Troponin I, cardiac muscle (Homo sapiens) + Troponin T, cardiac muscle (Homo sapiens) + …. IANBD-labeled cardiac RTF, Ca2+ fluorescence. inhibition, % at 7.15 µM. hit rate 0.12% among 340,000;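 active = inhibition above the mean inhibition of all tested compounds plus 3 SD, cut at about 17% in these data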;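 note: assay run at fixed EC70 calcium of 1.6 mM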
V-ATPase pH: regulators of yeast V-ATPase proton pumping, primary screen, pHLuorin cytosolic pH fluorescence. hit rate 0.37% among 350,000. S. cerevisiae. response, % at 10 µM; in the data active = response mostly above about 7.3%, no sharp cut-off; inactive = mostly below about 5.4%; note: actives read high; inactives centre near 0; some compounds called inactive have numbers as strong as hits
Arr AP2 block: inhibitors of beta-arrestin/AP2 binding, primary screen, biochemical, GPCR trafficking, flow cytometry; FITC-arrestin peptide / GST-AP2 beads; AP2 beta2 appendage carries R879A mutation; inhibition, % at 10 µM; hit rate 0.31% among 340,000;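 active = inhibition above a set limit, near 3 SD of compounds lacking own fluorescence, cut at about 54% in these data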;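 note: plate controls were DMSO wells for no effect and 5 µM unlabelled arrestin peptide for full effect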
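test system = AP2 appendage R879A on GSH beads | buffer or medium = PBS plus Tween 20 (0.05%) and BSA (0.1%) | incubation = 12 min plus 1 h, RT | detection = bead flow cytometry, FITC channel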
CAL PDZ FP-2: CAL PDZ peptide-binding inhibitors, primary screen, biochemical, fluorescence polarization, Cer-tagged CAL PDZ, HTS | purified CAL PDZ, TMR-peptide fluorescence polarization, 1 h | inhibition, % at 20 µM | hit rate 0.02% among 330,000 | AID 504414, 2011;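 active = highest replicate inhibition of at least 40%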;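 note: plate controls were DMSO neutral control wells for no effect and unlabeled competitor peptide control wells for full effect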
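material = purified tagged CAL PDZ domain construct (CerCALP) | buffer or medium = sodium phosphate/NaCl buffer pH 7.4 with TCEP, IgG, Thesit | reagent = TMR-labelled reporter peptide T*-PRC34 bound in PDZ groove | incubation = 1 h room-temperature incubation prior to read | measured by = fluorescence polarization (mP) | evaluation = percent inhibition from loss of millipolarization | control set = unlabelled peptide and DMSO controls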
* hit, by the source's call; x = no result given.

SMILES	Keap1 Nrf2 FP	CAL PDZ FP-1	DSG3 Ab inh	NSD2 inh	DAGLB inhibitor	LANA DNA inh	RTF Ca sens inh	V-ATPase pH	Arr AP2 block	CAL PDZ FP-2
O=C(CCN1CC2CCC(CC2)C1)c1cccs1	-1.6	-7.8	86.2	x	-0.4	-1.3	-1.2	2.5	-2.6	0.0
CCOc1ccc(Br)c(C2(O)CC(C)N(C)CC2C)c1 (stereo not drawn)	-3.0	2.6	108.8	-0.3	1.1	-0.8	-1.5	4.4	-1.9	-0.8
CCOC(=O)C(O)(c1ccc(NC(=O)c2ccc(Cl)c(Cl)c2)cc1)C(F)(F)F (stereo not drawn)	-4.1	-1.3	101.3	-0.2	-5.8	0.8	-4.4	-3.3	6.5	0.3
CCN1CCN(c2ccc(NC(C)=O)cc2Cl)CC1	-7.4	-4.9	104.4	7.4	-1.1	1.1	-7.7	1.6	5.2	-0.4
O/N=C/c1c[nH]c2ccccc12	3.3	-40.1	95.6	-1.6	2.1	2.9	-13.4	3.6	10.2	-1.3
CC(=NCCC1=CCCCC1)c1c(O)n(-c2ccccc2)c(=O)[nH]c1=O	x	x	106.7	0.4	x	x	x	-3.5	21.5	x
CCOC(=O)C(O)(c1ccc(N(CC)C(=O)COc2ccccc2)cc1)C(F)(F)F (stereo not drawn)	-1.6	-1.3	91.8	-6.4	-1.1	-0.6	-21.8	-0.4	2.8	-1.9
CC1C=CCCC12C(=O)NC(=O)NC2=O (stereo not drawn)	-6.1	-8.0	102.6	-1.8	1.6	1.7	-5.2	5.3	7.8	-2.3
CCOc1ccc2[nH]c(=O)c(CN(CCO)C3(c4nnnn4C4CCCCC4)CCCCC3)cc2c1	-2.9	-0.5	100.1	-1.4	0.2	0.1	-0.7	-1.1	-1.1	-1.6
O=P(Nc1ccccc1)(Nc1ccccc1)Oc1ccccc1	-2.5	x	91.4	-1.0	-1.7	0.1	-10.2	-4.1	2.8	-4.0
O=C(O)c1ccc(N=Cc2c(O)n(Cc3ccc(F)cc3)c(=O)[nH]c2=O)cc1	-9.0	-2.6	87.0	x	5.8	-2.2	-3.6	1.5	-10.1	4.6
Cc1c(C(=O)C(=O)N2CCOCC2)c2ccccc2n1Cc1ccccc1	-1.5	2.5	93.8	3.7	1.8	0.4	-3.8	2.3	-3.4	-0.9
Cc1cccc(OCC(=O)N2CCN(Cc3ccncc3)CC2)c1	-0.7	-1.4	98.4	-0.1	2.1	-2.7	1.9	13.4	19.8	0.2
O=C(c1ccccc1)C1NC1c1ccccc1 (stereo not drawn)	-3.1	-5.6	109.2	-6.6	-4.5	-0.5	-4.0	-2.2	-9.0	-0.1
O=C(c1ccc2c(=O)n(Cc3ccc4c(c3)OCO4)c(=S)[nH]c2c1)N1CCC2(CC1)OCCO2	-2.6	x	97.4	-0.7	-1.8	-0.2	-4.0	4.5	32.5	-0.2
O=c1c2ccccc2nc(-c2ccccc2)n1-c1ccccc1	-0.7	-3.4	x	-2.0	-1.2	0.3	-7.2	1.6	-3.6	-0.2
Cc1cccc(CN2CCCC(C(=O)c3cccc(OC(C)C)c3)C2)n1 (stereo not drawn)	-3.9	1.2	123.0	1.1	-0.2	-1.3	-30.1	5.9	-8.4	-2.6
N#CC(c1cccnc1)N1CCOCC1 (stereo not drawn)	3.6	-3.3	105.9	13.8	1.4	-1.2	-10.9	1.6	0.6	-0.4
CCN1CCC(O)(c2ccccc2)C(C(=O)c2ccccc2)C1 (stereo not drawn)	0.3	-3.5	92.5	6.0	-2.2	-2.4	0.8	0.9	-56.4	-0.6
COC(=O)C1=C(c2ccc(F)cc2F)C[C@@H]2CC[C@H]1N2C(=O)NC(C)C	-4.1	-0.1	100.8	x	1.3	0.6	4.2	1.0	-4.7	0.3
COC(=O)[C@H]1C[C@@H]1[C@H](NP(=O)(c1ccccc1)c1ccccc1)c1ccccc1	0.3	-0.2	x	x	2.7	0.5	-3.1	-0.4	-2.5	-0.5
COc1ccccc1CCNCc1cc2c(cc1[N+](=O)[O-])OCO2	-1.1	x	97.8	7.2	-0.1	0.7	-8.5	3.1	4.8	-0.4
C=CCCC1(C2=CCCCC2)C(=O)NC(=O)NC1=O	0.1	-6.9	96.9	-3.2	1.7	17.5	-2.8	0.3	-7.7	-0.3
CN1CN(c2ccccc2)C2(CCN(CCCSc3ccccc3NC(=O)/C=C/c3ccccc3)CC2)C1=O	-2.9	-5.5	108.5	-0.8	-0.6	-1.2	-3.3	-3.7	7.5	-9.9
CC(C)(C)[C@]1(O)C[C@@H]2OC(=O)C[C@@]23C(=O)O[C@@H]2OC(=O)[C@H](O)[C@]213	-5.4	-3.8	x	x	0.7	0.3	-9.4	-1.9	5.9	-0.3
C[C@]12CCC3C(CC[C@H]4[C@@H](O)[C@H](O)CC[C@]34C)C1CCC2=O (stereo partly drawn)	-4.6	-1.0	103.3	x	0.6	-0.3	-3.9	3.9	-7.5	0.4
O=c1c2ccccc2nc(/C=C/c2ccc(O)cc2)n1-c1cccc(O)c1	1.7	-1.7	100.0	-1.4	-1.7	1.9	5.5	-0.8	6.8	-1.3
O=C1CN=C(c2ccccc2)c2ccccc2N1	0.7	-1.7	91.1	1.2	0.4	2.0	-6.4	0.0	-9.6	-1.6
CN1CCN(c2ncnc3ccc(Br)cc23)CC1	5.0	-6.1	92.6	x	-2.1	2.4	3.0	-1.3	-7.5	-1.1
COc1ccc(C(C)=O)cc1CC(C(=O)c1ccc(C)cc1)N(C)C (stereo not drawn)	-1.0	3.7	96.5	1.7	-2.8	-1.4	3.9	-2.8	10.8	0.5
COc1cccc(CN2CC=C(c3ccc(F)cc3)CC2)c1	-3.4	3.8	103.6	0.9	-16.8	1.2	1.8	-0.1	0.9	0.4
O=C1NC(=O)N(CCc2ccc(F)cc2)C(=O)/C1=C/c1cccs1	-5.0	-1.4	108.1	22.5	17.0	-0.2	-4.0	3.2	9.9	-1.1
CCCCC1(CCO)C(=O)NC(=S)NC1=O	3.6	2.4	91.4	-1.6	-1.6	0.9	6.2	0.0	-6.8	0.6
Nc1ccccc1C(=O)OCC(=O)c1ccc2c(c1)OCCO2	-9.7	7.8	100.3	-2.8	-0.6	0.6	3.5	-1.3	12.3	-0.2
CC(=O)N1CN2CN(C(C)=O)CC(C(=O)c3ccccc3)(C2)C1	-3.0	-0.2	107.4	-5.4	4.8	-1.1	4.2	0.9	12.1	-0.6
CCOc1ccccc1-n1c(O)c(C=NCCCN(CC)CC)c(=O)[nH]c1=O	-5.2	-1.0	104.7	11.1	-0.1	-0.2	-8.1	0.3	3.7	-0.3
O=C(c1cccn2c(=O)c3cc(Br)ccc3nc12)N1CCC2(CC1)OCCO2	0.7	x	104.1	-4.1	1.1	-0.2	-5.4	0.4	-1.3	-0.4
CCc1cccc(CC)c1NC(=S)N1CC2CC(C1)c1cccc(=O)n1C2 (stereo not drawn)	0.2	-1.0	x	-0.8	1.6	-0.1	-6.4	-4.0	8.0	-3.0
Cc1ccccc1CCNCc1cc2cccc(C)c2[nH]c1=O	-4.3	x	102.8	1.5	-4.3	0.8	-6.4	10.5	-2.6	-1.6
CCCCn1c(=O)c(C(=O)NCCc2ccccc2)c(O)c2ccccc21	-1.3	-5.4	101.5	1.4	-22.9	0.3	-0.8	4.7	-9.7	-0.1
CN1CCN(C(=O)COc2ccc(S(=O)(=O)Nc3ccc(Cl)cc3)cc2)CC1	x	x	100.8	1.0	-1.2	x	x	-0.9	x	x
Cn1c(O)c(C=Nc2ccc(Br)cc2)c(=O)n(C)c1=O	-1.4	-0.1	97.6	-1.9	-1.5	0.3	-3.0	2.0	-3.0	0.1
CC(C)(C)N1CC(C(=O)c2ccccc2)C1c1ccccc1 (stereo not drawn)	-3.3	-4.7	x	0.9	-5.8	-2.2	0.3	1.8	37.8	-0.4
O=C1CC(N2CC=C(c3ccc(F)cc3)CC2)C(=O)N1c1ccc(F)cc1 (stereo not drawn)	-1.9	-1.1	x	2.1	4.0	1.1	-2.4	8.8	9.7	1.7
c1ccc(-c2[nH]c(-c3ccccc3)[n+](CC3CO3)c2-c2ccccc2)cc1 (stereo not drawn)	-0.5	-1.9	112.7	1.5	-7.3	-1.1	7.0	3.6	-10.8	-0.6
Cc1cnn(C2CCN(C)CC2)c1N	-2.8	x	103.2	8.7	-0.9	0.0	1.4	-1.2	2.2	0.6
Cc1ccc2nc(N3CCC(C(=O)N4CCC5(CC4)OCCO5)CC3)sc2c1	-4.8	-0.9	97.2	-4.4	-0.1	-1.8	-1.1	x	-0.2	-0.3
O=C1NC(=O)C(=Cc2ccco2)C(=O)N1	-5.6	24.7	97.7	13.6	0.0	12.7	-3.7	6.0	18.3	0.0
CCC1(CCc2ccncc2)C(=O)NC(=O)NC1=O	0.4	0.1	95.3	-0.7	0.0	-0.2	-3.1	-1.6	9.1	-2.8
O=C1C2CCCN2C(c2cccnc2)N1c1ccc(Cl)c(Cl)c1 (stereo not drawn)	-1.8	-0.7	103.5	x	-1.5	-1.0	-0.7	-5.2	6.1	x
C=CCn1c(O)c(C(C)=Nc2ccc3c(c2)CCC3)c(=O)[nH]c1=O	-0.6	2.5	x	-0.7	0.8	0.4	-3.5	-0.8	35.1	-2.0
Cn1c(N)c(C(=O)COC(=O)Cc2ccccc2)c(=O)n(C)c1=O	-0.1	x	90.4	1.8	0.5	-0.8	-5.6	-0.1	25.5	-1.7
COC(=O)C(O)(c1ccc(NC(=O)c2cccs2)c(C)c1)C(F)(F)F (stereo not drawn)	1.2	-2.1	x	-2.3	4.7	0.0	-4.1	4.2	-3.8	0.0
COc1cc(C2NCc3ccccc3-n3cccc32)ccc1O (stereo not drawn)	-2.1	-4.2	x	5.5	-1.9	0.8	3.6	1.2	-3.1	-3.8

Not all compounds are listed; count on the stated rates, not on these rows.
